Assay outcomes deposited in PubChem BioAssay by several laboratories.
KCNQ1 block: inhibitors of human KCNQ1 channel, primary screen, cell-based, thallium flux, high-throughput | Potassium voltage-gated channel subfamily KQT member 1 (Homo sapiens), P51787 | CHO-K1 KCNQ1, FluxOR thallium flux fluorescence; hits give high values | AID 2642, 2010 | B-score at 10 µM | 1.3% of 310,000 active;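 active = compounds whose thallium flux B-score, printed positive for inhibition, exceeds three library SD while starting fluorescence stays within three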;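 note: channel opened by potassium depolarization with thallium stimulus after 20 min compound exposure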
Target sequence (P51787 whole entry, looked up): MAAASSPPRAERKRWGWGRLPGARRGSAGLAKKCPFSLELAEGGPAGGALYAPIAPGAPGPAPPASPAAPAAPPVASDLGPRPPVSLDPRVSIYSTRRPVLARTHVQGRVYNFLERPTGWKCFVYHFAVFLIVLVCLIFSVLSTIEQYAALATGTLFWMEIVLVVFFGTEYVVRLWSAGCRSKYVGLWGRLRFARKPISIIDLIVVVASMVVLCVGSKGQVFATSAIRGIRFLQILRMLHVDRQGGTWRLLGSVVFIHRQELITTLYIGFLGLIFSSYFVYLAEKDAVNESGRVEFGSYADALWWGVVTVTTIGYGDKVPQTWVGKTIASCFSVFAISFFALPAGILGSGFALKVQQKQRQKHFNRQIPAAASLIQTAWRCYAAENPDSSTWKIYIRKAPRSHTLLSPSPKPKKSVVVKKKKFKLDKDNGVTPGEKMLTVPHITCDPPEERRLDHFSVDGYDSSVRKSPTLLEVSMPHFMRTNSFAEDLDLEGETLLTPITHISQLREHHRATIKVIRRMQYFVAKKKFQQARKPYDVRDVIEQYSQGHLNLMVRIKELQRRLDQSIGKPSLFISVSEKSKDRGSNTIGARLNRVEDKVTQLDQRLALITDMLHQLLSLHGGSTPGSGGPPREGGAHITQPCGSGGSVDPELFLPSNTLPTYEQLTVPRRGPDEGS
RGS4 inh: RGS4 inhibitors, primary screen, cell-based, HEK293 M3R inducible RGS4, calcium flux; Regulator of G-protein signaling 4 (Homo sapiens), P49798; Fluo-4 calcium flux; hits give high values; triggered by carbachol at its EC20; B-score at 10 µM; 0.45% of 310,000 active; AID 463165, 2010;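 active = B-score, a plate-corrected calcium signal, over three deviations above library mean, with baseline fluorescence within five deviations of library mean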;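 note: RGS4 expression induced by doxycycline in cells with stable M3 receptor; B-score is computed from the integrated fluorescence ratio over baseline after carbachol; higher B-score means a larger calcium signal and so more RGS4 inhibition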
GSK3beta inhib: human GSK3beta kinase inhibitors, primary screen, biochemical, cell-free homogeneous, HTS; Glycogen synthase kinase-3 beta (Homo sapiens), P49841; GST-GSK3beta kinase, ADP-Glo luminescence, 60 min; hits give low values; activity score (negative = inhibition), % at 10 µM; 0.038% of 300,000 active;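 active = more than half of replicate wells score below -50%, meaning over 50% inhibition versus plate controls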;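 note: 0% = median DMSO wells and -100% = median GW8510 positive control wells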
Target sequence (P49841 whole entry, looked up): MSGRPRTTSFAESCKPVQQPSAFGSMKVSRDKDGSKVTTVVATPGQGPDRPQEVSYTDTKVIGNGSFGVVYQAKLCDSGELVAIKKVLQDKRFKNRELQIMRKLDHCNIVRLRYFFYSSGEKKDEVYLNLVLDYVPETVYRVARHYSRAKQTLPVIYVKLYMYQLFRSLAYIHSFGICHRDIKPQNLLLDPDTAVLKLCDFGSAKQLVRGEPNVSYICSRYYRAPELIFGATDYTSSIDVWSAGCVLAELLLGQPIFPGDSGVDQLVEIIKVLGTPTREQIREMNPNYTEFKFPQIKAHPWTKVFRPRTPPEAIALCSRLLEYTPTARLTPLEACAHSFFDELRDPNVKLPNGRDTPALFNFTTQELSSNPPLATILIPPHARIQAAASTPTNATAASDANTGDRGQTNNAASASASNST
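Test system: GST-tagged human GSK3beta kinase, cell-free; evaluation: activity score scaled between in-plate DMSO and GW8510 controls; measured by: ADP-Glo luminescence; incubation: 60 min reaction, RT; benchmarks: DMSO and 20 µM GW8510; reagent: peptide substrate plus 25 µM ATP (final); medium: Tris/MgCl2 kinase buffer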
GSK3A inh: blockers of GSK3A enzyme activity – biochemical, luminescence, cell-free homogeneous, HTS, primary screen; inhibition, % at 10 µM; 0.1% of 320,000 active; GSK-3 alpha kinase, ADP-Glo luminescence, 60 min; Glycogen synthase kinase-3 alpha (Homo sapiens), P49840;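 in the data active = inhibition above about 50%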;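 note: GST-tagged GSK-3 alpha with peptide substrate and 25 µM ATP; 0% = DMSO neutral wells and 100% = GW8510 positive control wells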
RGS4 pot: RGS4 potentiators or activators, primary screen, cell-based, HEK293 M3R inducible RGS4, calcium flux. AID 463111, 2010. 0.92% of 310,000 active. B-score at 10 µM. carbachol calcium flux Fluo4; hits give low values;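 active = B-score of the integrated calcium signal more than 4 SD below the library mean, with starting fluorescence not abnormally high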;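 note: negative B-score means reduced calcium response which marks RGS4 activation or potentiation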
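Detection: kinetic calcium fluorescence imaging with Fluo4-AM dye, 2 µM / Material: HEK293 cells with stable M3R and inducible RGS4 / Schedule: recording 10 s baseline at 1 Hz, 100 s post-agonist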
KCNQ1 pot: potentiators or activators of KCNQ1 channel, primary screen, cell-based, thallium flux, high-throughput; Potassium voltage-gated channel subfamily KQT member 1 (Homo sapiens), P51787; CHO-K1 KCNQ1, thallium flux FluxOR fluorescence; hits give high values; B-score at 10 µM; 0.35% of 310,000 active; AID 2648, 2010;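 active = fluorescence ratio B-score, a plate-corrected score, at least three library SD, with initial intensity B-score within 5 SD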
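Doses: Single concentration per compound, DMSO matched to controls | Test system: KCNQ1-transfected CHO-K1 cells | Timing: 90 min dye loading and 20 min compound exposure, both at room temperature | Measured by: Kinetic FluxOR thallium fluorescence, 10-s 1-Hz baseline, 110-s post-stimulus read | Medium: Assay buffer with matched DMSO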
KCNK3 block: human KCNK3 channel inhibitors, primary screen, CHO cells, FluxOR thallium flux, B-score; Potassium channel subfamily K member 3 (Homo sapiens), O14649; 0.84% of 340,000 active; B-score at 10 µM; FluxOR fluorescence; hits give low values;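 active = B-score under library mean minus 4 SD, starting fluorescence ratio at most library mean plus 5 SD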;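 note: more negative B-score means stronger inhibition of thallium flux through KCNK3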
PolyA inh: polyadenylation inhibitors in yeast reporter cells, primary screen, luminescence, S. cerevisiae; S. cerevisiae SKY197-pL101 polyadenylation reporter, beta-gal luminescence; efflux-impaired pdr1/pdr3 knockout yeast; score 100 = 6 SD above DMSO; calls only at 12 µM; 0.02% of 300,000 active;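 active = lowest replicate activity score at least 50, where 100 means six control SD above control mean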;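 note: yeast exposed to compound for 9 h at 30 °C; higher score means more reporter readthrough which indicates perturbed polyadenylation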
hERG protect: hERG rescue from dofetilide block, primary screen, cell-based, CHO-hERG, FluxOR thallium flux, dofetilide IC70; Voltage-gated inwardly rectifying potassium channel KCNH2 (Homo sapiens), Q12809; dofetilide IC70 present; activation (rescue from dofetilide block), less the hit threshold, % at 10 µM; 0.51% of 310,000 active;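 active = activation above the mean of controls blocked by dofetilide plus 5 SD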;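 note: thallium influx through hERG after potassium depolarization seen as dye fluorescence rise; in these data hits start at about 4.7%; inactives centre near -7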
Dyrk1A ADPGlo: rat Dyrk1A kinase inhibitors, primary screen, biochemical, single point, plate reader | Dual specificity tyrosine-phosphorylation-regulated kinase 1A (Rattus norvegicus), Q63470 | ADP-Glo luminescence, NFATc1 peptide | inhibition, % at 12.5 µM | 0.43% of 310,000 active; in the data active = inhibition above about 50%;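 note: plate controls were vehicle with enzyme for no effect and no enzyme for full effect; many of its hits are not listed in these tables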
KCNK9 inh: KCNK9 potassium channel inhibitors, primary screen, HEK293 cells, thallium flux; Potassium channel subfamily K member 9 (Homo sapiens), Q9NPC2; FluxOR thallium flux fluorescence; hits give low values; B-score at 10 µM; 1.2% of 310,000 active; AID 488922, 2010;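 active = ratio B-score over 3 SD below the library mean, with starting fluorescence within 5 SD of its mean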;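 note: negative B-score means less thallium flux so channel inhibition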
Active calls of the source: *; i = inactive; · = not tested or not shown. This is a subset, so the mix of outcomes need not match the whole.

Molecule	KCNQ1 block	RGS4 inh	GSK3beta inhib	GSK3A inh	RGS4 pot	KCNQ1 pot	KCNK3 block	PolyA inh	hERG protect	Dyrk1A ADPGlo	KCNK9 inh
CCOC(=O)CCCCC(=O)c1[nH]c(=O)[nH]c1CSc1nc(C)cc(=O)[nH]1	i	i	1	-3	i	i	i	i	-5	-8	i
COc1ccccc1OCC(=O)Nc1nc(C)c(C)s1	i	i	1	-4	i	i	i	i	-4	3	i
COc1ccc(S(=O)(=O)N(C)CC(=O)N2CCCCCC2)cc1	i	i	-1	-5	i	i	i	i	-1	10	i
CSCCC(N=C(NS(=O)(=O)c1ccc(Br)cc1)c1ccccc1)C(=O)O (stereo not drawn)	i	i	-2	-2	i	i	i	i	-4	1	i
CCNc1nc(NC(C)(C)C)nc(SCC(N)=O)n1	i	i	0	0	i	i	i	i	0	-5	i
COc1ccc(S(=O)(=O)N2CCC(C(=O)NC3CCCCC3)CC2)cc1OC	i	i	1	-3	i	i	i	i	-15	-1	i
COc1ccc2nc(N3CCN(C(=O)c4ccc([N+](=O)[O-])o4)CC3)sc2c1	i	i	1	0	i	i	i	i	-15	5	i
CC(C(=O)Nc1sc2c(c1C#N)CCCCC2)N1C(=O)c2ccccc2C1=O (stereo not drawn)	i	i	2	·	i	i	i	i	-8	9	i
Cc1noc(C(=O)Nc2cccc(Cl)c2)c1Cl	i	i	3	-2	i	i	i	i	-4	-1	i
CC(=C/C(=O)O)/C=C/c1cccs1	i	i	2	-45	i	i	i	i	-8	6	i
CC(=O)N(Cc1ccco1)c1nc(C(=O)Nc2ccc(Cl)cc2)c(C)s1	i	i	-3	-2	i	i	i	i	-8	1	i
N#Cc1ccccc1Sc1ccccc1C(=O)NCC(c1ccco1)N1CCCC1 (stereo not drawn)	i	i	1	-2	-7.9*	i	i	i	-13	-1	i
CC1=CC2=NC(=O)CC(C)(C(=O)N(CC(=O)NC3CCCC3)c3ccccc3C)N2C=C1 (stereo not drawn)	i	i	-1	-2	i	i	i	i	-8	-3	i
O=C(CCN1C(=O)/C(=C\c2ccccc2F)SC1=S)N1CCCCC1	i	i	1	0	i	i	i	i	-6	-1	i
CCCc1cc(C(=O)Nc2ccc(C(=O)c3ccc(F)cc3)cc2)n(C)n1	6*	i	-7	0	i	i	-12*	i	-3	8	i
Fc1cccc(/C=N/Nc2nc3ccccc3[nH]2)c1	i	i	0	-2	i	i	·	i	-2	·	i
CCOc1ccc(S(=O)(=O)NCCC(=O)Nc2cccc(C(=O)OC)c2)cc1	i	i	0	0	i	i	i	i	-3	0	i
O=C(O)c1cccc(S(=O)(=O)N2CCCC2)c1	i	i	-2	-1	i	i	i	i	-10	0	i
Cc1cccc(N(C(=O)Cn2nnc3ccccc32)C(C(=O)NCc2ccco2)c2ccncc2)c1 (stereo not drawn)	i	i	4	-3	i	i	i	i	-6	-1	i
CC(=O)c1cc(NC(=O)c2ccc(Cl)cc2)c(=O)oc1/C=C/N(C)C	i	i	-4	-2	i	i	i	i	-20	1	i
Cc1ccc(/C=N/NC(=O)CNC(=O)COc2ccccc2)o1	i	i	0	4	i	i	i	i	-10	-2	i
C[C@@H](C(=O)Nc1ccccc1N1CCOCC1)N1C(=O)C2CC=CCC2C1=O (stereo partly drawn)	i	i	1	-10	i	i	i	i	-5	-6	i
CC(C)(C)C(=O)Nc1cccc(-c2nnc(-c3cccc(NC(=O)C(C)(C)C)c3)o2)c1	i	i	1	·	i	i	i	i	-3	6	i
CCN(CC)C(=O)c1ccccc1NS(=O)(=O)c1ccc(OC)c(C(=O)N2CCOCC2)c1	i	i	1	1	i	i	i	i	-8	0	i
COc1ccc(N2CCN(C(=O)Cn3ncc4c([nH]c5ccccc54)c3=O)CC2)cc1	i	i	4	·	i	i	i	i	-9	-3	i
COc1ccc(-c2cc(C(F)(F)F)nc(NC3CCCC3)n2)cc1OC	i	i	4	-2	i	i	i	i	-15	2	i
CCOC(=O)CC1C(=O)NCCN1C(=O)c1cccc(C(F)(F)F)c1 (stereo not drawn)	i	i	-2	-2	i	i	i	i	-6	4	i
Cc1cc(N2CCN(CC(O)C(F)(F)F)CC2)c2ccccc2n1 (stereo not drawn)	i	i	3	1	i	i	i	i	0	2	i
Cc1cnc(NC(=O)c2ccc3c(c2)C(=O)N(Cc2ccco2)C3=O)s1	i	i	1	-2	i	i	i	i	-2	4	i
O=C(O)c1ccc(-c2nc3scc(-c4ccccc4)c3c(=O)[nH]2)cc1	i	i	2	·	i	i	i	i	-15	-8	i
COc1cccc2cc(C(=O)NCC3CCCO3)c(=O)oc12 (stereo not drawn)	i	i	2	0	i	i	i	i	-6	0	i
COC(=O)Cc1ccc(OC(=O)CCS(=O)(=O)c2ccc(C)cc2)cc1	i	i	-5	0	i	i	i	i	-12	-3	i
CS(=O)(=O)c1ccc(-c2cccc(NC(=O)c3ccco3)c2)nn1	i	i	-4	-1	i	i	i	i	-12	2	i
O=C(Cn1ccc(C(F)(F)F)n1)N=Nc1c(O)[nH]c2ccc(Br)cc12	i	4.7*	-3	3	i	i	i	i	-18	32	i
CCn1c(COc2ccccc2C)nnc1SCC(=O)Nc1cc(C)on1	i	i	-2	0	i	i	i	i	-7	·	i
CC(=O)Nc1ccc(S(=O)(=O)Nc2nc3cc4c(cc3nc2Cl)OCCO4)cc1	i	i	2	-4	i	i	i	i	-6	2	i
CC(C)c1ccc(/C=C/C(=O)NCc2ccc(S(N)(=O)=O)cc2)cc1	i	i	0	1	i	i	i	i	-19	0	i
CC(C)C[C@@H](CC#N)N1CCN(Cc2ccccc2)CCC1=O	i	i	4	1	i	i	i	i	-7	4	i
O=C(CSc1nnc(NC(=O)c2ccco2)s1)Nc1ccccc1F	i	i	-2	0	i	i	i	i	-7	4	i
Cn1nc(C(=O)N2CCCC2)c2ccccc2c1=O	i	i	1	-2	i	i	i	i	-6	4	i
COc1ccc(N(CC(=O)N2CCc3ccccc32)S(=O)(=O)c2c(C)noc2C)cc1	i	i	2	-2	i	i	i	i	-5	-7	i
COc1cccc(/C=N/NC(=O)NC2CCCCC2)c1O	i	i	-3	-1	i	i	i	i	-8	13	i
O=C(CN1CCN(S(=O)(=O)/C=C/c2ccccc2)CC1)NC(=O)NCc1ccco1	i	i	-13	4	i	i	i	i	-6	-2	i
COc1cc2c(cc1C1C(C#N)=C(N)OC3=C1C(=O)CC(C)(C)C3)OCO2 (stereo not drawn)	i	i	3	-1	i	i	i	i	-3	13	i
CC(=O)Nc1cc(-c2ccccc2)ccc1O	i	i	-3	6	i	i	i	i	-8	12	i
COC(=O)c1ccc(S(=O)(=O)N2CCc3ccccc32)cc1	i	i	-2	-3	i	i	i	i	-3	8	i
O=C1CCCc2c1cc(C(=O)NC1CCSC1=O)c(=O)n2-c1ccccc1 (stereo not drawn)	i	i	2	0	i	i	i	i	-2	2	i
CC(=O)c1sc(N/N=C/c2ccc(C(C)C)cc2)nc1C	i	i	0	-8	i	i	i	i	-22	·	i
O=C(c1ccc(S(=O)(=O)N2CCCCCC2)cc1)N1CCN(c2ccccc2)CC1	i	i	1	-3	i	i	i	i	-4	-1	i
COc1ccc(OC)c(CCNC(=O)c2sc3nc4n(c(=O)c3c2C)CCC4)c1	i	i	0	·	i	i	i	i	-9	0	i
COc1cccc(-c2c(C(=O)N/N=C(\C)c3cccnc3)nnn2-c2nonc2N)c1	i	i	1	·	i	i	i	i	-6	-1	i
COc1ccc(C)cc1NC(=O)C(C)N(c1ccc(C)cc1)S(C)(=O)=O (stereo not drawn)	i	i	2	·	i	i	i	i	-9	3	i
CNC(=S)N(CCc1ccc(OC)c(OC)c1)C1CC(=O)N(c2ccccc2)C1=O (stereo not drawn)	i	i	-1	4	i	i	i	i	-15	-1	i
C=CCOc1cccc(CNn2nnnc2N)c1	i	i	-3	2	i	i	i	i	-9	-4	i
O=C(NNc1ccc(C2CCCCC2)cc1)C(O)(c1ccccc1)c1cccs1 (stereo not drawn)	i	i	-5	0	i	i	i	i	-9	·	i
CC(C)c1nc(SCC(=O)Nc2cccc(C(=O)O)c2)c2c3c(sc2n1)CCCC3	i	5.6*	-2	-3	i	i	i	i	-15	-4	i

Other entries.
Molecule	KCNQ1 block	RGS4 inh	GSK3beta inhib	GSK3A inh	RGS4 pot	KCNQ1 pot	KCNK3 block	PolyA inh	hERG protect	Dyrk1A ADPGlo	KCNK9 inh
Nc1ccc(Br)cc1-c1nc2ccccc2[nH]c1=O	i	i	0	-4	i	i	i	i	-28	-5	i
CCC1CCCCN1S(=O)(=O)Cc1ccccc1Cl (stereo not drawn)	i	i	-2	-2	i	i	i	i	-1	-2	i
COc1cc2nc(CN(C)Cc3ccc(OC)c(OC)c3OC)[nH]c(=O)c2cc1OC	i	i	-2	1	i	i	i	i	-7	-2	i
O=C(Nc1ccc(F)cc1)C1CCCN1S(=O)(=O)c1ccc(Br)cc1 (stereo not drawn)	i	i	2	1	i	i	i	i	-2	-3	i
CC(=O)Nc1ccc(S(=O)(=O)N2CCC(NC(=O)C(Cc3ccccc3F)NC(C)=O)CC2)cc1 (stereo not drawn)	i	i	-7	·	i	i	i	i	-10	-3	i
